High-throughput results as filed in PubChem BioAssay.
Mtb RmlCD inh – M. tuberculosis RmlC/RmlD coupled enzyme inhibitors, primary screen, biochemical, compound mixtures, 384-well, from 1536-well plates. RmlC+RmlD coupled enzyme assay, percent inhibition; primary screen in compound mixtures. dTDP-4-dehydrorhamnose reductase (Mycobacterium tuberculosis (strain ATCC 25618 / H37Rv)) …. inhibition, % at 3.6 µM. hit rate 0.03% among 160,000; in the data active means inhibition mostly above about 34%, no sharp cut-off; further: some results filed as inactive read as strong as hits
Target sequence (P9WH09 whole entry, looked up): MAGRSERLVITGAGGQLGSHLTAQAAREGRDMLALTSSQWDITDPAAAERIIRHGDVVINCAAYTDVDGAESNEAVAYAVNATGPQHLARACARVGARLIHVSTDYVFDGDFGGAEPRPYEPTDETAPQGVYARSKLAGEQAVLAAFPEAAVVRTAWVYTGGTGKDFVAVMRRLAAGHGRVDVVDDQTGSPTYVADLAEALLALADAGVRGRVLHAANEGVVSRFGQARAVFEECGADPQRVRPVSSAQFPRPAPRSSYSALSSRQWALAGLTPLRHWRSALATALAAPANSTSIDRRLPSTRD
Target sequence (P9WH11 whole entry, looked up): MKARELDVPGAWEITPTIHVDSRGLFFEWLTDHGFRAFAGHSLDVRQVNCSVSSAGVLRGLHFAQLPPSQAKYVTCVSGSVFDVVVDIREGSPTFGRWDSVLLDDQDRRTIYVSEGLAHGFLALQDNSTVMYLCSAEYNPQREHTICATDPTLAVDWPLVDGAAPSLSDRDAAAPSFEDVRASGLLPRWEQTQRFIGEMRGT
GlmU inhibition – inhibition of mycobacterial GlmU enzyme – biochemical, glucosamine-1-phosphate acetyltransferase (AID 1376) | hit rate 0.25% among 220,000 | M. tuberculosis GlmU acetyltransferase enzyme assay; higher % means a stronger effect | inhibition, %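 (tested at 30 µM in the primary screen)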; hits with a dose series show IC50 in µM | Bifunctional protein GlmU (Mycobacterium tuberculosis (strain ATCC 25618 / H37Rv)); in the data active means inhibition above about 13%;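 further: 0% = complete reaction with vehicle and 100% = reaction without substrate; strong numbers were not always called active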
Active calls of the source: *; . = no result given. These rows are one share of the data, so the mix of outcomes need not match the whole.

| Molecule | Mtb RmlCD inh | GlmU inhibition |
| --- | --- | --- |
| COc1ccc(CN2C(=O)c3cccnc3C2Nc2ccc(OC)c(Cl)c2)cc1 (stereo unspecified) | -8.3 | 1.1% |
| COC(=O)C1=C(C)N(C)C(=O)NC1c1ccc(C)cc1 (stereo unspecified) | . | 4.2% |
| CC1=[N+](C)N(c2ccccc2)C(=O)C1N=Cc1ccc(Cl)cc1 (stereo unspecified) | 2.9 | -0.4% |
| COCCNS(=O)(=O)c1cc(C(=O)O)ccc1OC | -1.1 | 6.4% |
| Cc1oc(-c2ccc(Cl)cc2)nc1CN1CCC(C(=O)NCc2ccco2)CC1 | 14.4 | -2.1% |
| COC(=O)[C@H](Cc1ccccc1)NC(=O)N1CCN(Cc2ccccc2)CC1 | 5.8 | -2.2% |
| COc1ccc(C2C(C(C)=O)=C(O)C(=O)N2c2nccs2)cc1OC (stereo unspecified) | 14.8 | -2.6% |
| COc1ccc(C2NC(=S)NC(C)=C2C(=O)Nc2ccccn2)cc1OC (stereo unspecified) | . | 4.5% |
| COC(=O)c1cc(COc2ccc3oc(C)c(C(=O)OC(C)C)c3c2)c(C)o1 | 6.4 | 0.1% |
| CCSc1nc(-c2cccs2)nc2ccccc12 | . | 2.3% |
| Cc1ccc(S(=O)(=O)N(C)Cc2ccc(C(=O)NN=C3C4CC5CC(C4)CC3C5)cc2)cc1 | -2.7 | 0.0% |
| COc1ccc(-c2nc3ccc(N4CCN(C)CC4)cc3c(=O)[nH]2)cc1 | 6.1 | -2.1% |
| Cc1ccc(S(=O)(=O)N2CCC(=O)N(CCO)CC2)cc1 | . | -3.4% |
| CCOc1ccccc1/C=N/Nc1nc2c(N)ncnc2n1[C@H]1O[C@@H](CO)[C@H](O)[C@@H]1O | -6.0 | 5.3% |
| O=C(OCc1nc2ccccc2[n+]([O-])c1C(=O)c1ccccc1)c1cccs1 | -10.4 | 10.7% |
| CCO[C@@H]1OC(C(=O)N2CCN(Cc3ccc4c(c3)OCO4)CC2)=C[C@H](c2ccc(C(F)(F)F)cc2)[C@H]1CCCO | . | -4.9% |
| O=C(c1ccccc1)c1ccc(OCCOCCN2CCN(Cc3ccccc3)CC2)cc1 | -3.8 | -5.9% |
| COCCN1CCc2c(C)nc3c(-c4ccc(OC)c(OC)c4)cnn3c21 | -2.0 | -0.4% |
| O=C(CSc1nc2ccccc2c(=O)n1-c1ccc(F)cc1F)Nc1ccc2c(c1)CCC2 | -11.3 | 1.6% |
| CCCCN(C(=O)CCC(=O)Nc1cc(C)on1)C(C(=O)NC(C)(C)C)c1cccc(OC)c1OC (stereo unspecified) | . | 5.0% |
| Cc1cc[n+](CC(=O)N2CCCc3ccccc32)cc1 | 10.3 | -0.9% |
| O=C(Nc1ccc(Cl)cc1)C1CCC(=O)N1Cc1ccccc1Cl (stereo unspecified) | 14.2 | 5.2% |
| O=C(Cc1cccs1)NCCn1ccc2ccccc21 | -9.3 | 1.1% |
| O=C(NCc1cccs1)C1CCN(S(=O)(=O)c2cccc3nsnc23)CC1 | . | 0.6% |
| COCCn1c(SCC(=O)c2ccc3c(c2)OCCO3)nnc1-c1ccoc1C | . | -5.5% |
| Cn1c(=O)c2c(ncn2CC(=O)Nc2ccc(Cl)cc2Cl)n(C)c1=O | -5.4 | -5.7% |
| O=C(Nc1ccc(-n2cnnn2)cc1)C1CCCN1C(=O)NC1CCCCC1 (stereo unspecified) | . | -2.4% |
| Cc1ccc(-c2cc(C(=O)NCc3cnn(C)c3C)c3cc(Br)ccc3n2)cc1 | . | 1.2% |
| COCCOC(=O)C1=C(C)NC2=C(C(=O)CC(C)(C)C2)C1c1ccc2c(c1)OCO2 (stereo unspecified) | 8.9 | 2.8% |
| CCOC(=O)CSc1nc2c(c(=O)n(C)c(=O)n2C)n1CCCc1ccccc1 | . | 0.2% |
| COC(=O)c1cc(=O)n(Cc2ccccc2)c(=NCc2ccccc2)s1 | -10.1 | 1.4% |
| CCCCCNC(=O)Cc1ccc(OC)cc1 | 7.6 | 1.4% |
| COc1ccc(C(=O)Nc2ccc(S(=O)(=O)NC(C)=O)cc2)cc1 | 9.5 | -0.3% |
| Cc1ccc(S(=O)(=O)N(C)C)cc1NC(=O)COC(=O)CCC(=O)c1ccc(F)cc1 | -4.7 | 5.3% |
| CCN(CC)c1ccc(CN2CC=C(c3ccc(F)cc3)CC2)cc1 | . | 1.7% |
| Cc1nn2c3ccccc3n(CC(=O)c3cccs3)c2nc1=O | 7.7 | 2.0% |
| COc1cnn(-c2ccc(C)cc2)c(=O)c1SCc1ccccc1 | 4.2 | 3.4% |
| CC(Sc1ncnc2sccc12)C(=O)Nc1ccc(C(N)=O)cc1 (stereo unspecified) | -2.4 | 5.3% |
| CCOc1ccccc1NC(=O)C(=O)NCCC1=CCCCC1 | 4.8 | 1.7% |
| COc1ccc(OC2C(=O)N(Cc3ccc4c(c3)OCO4)C2c2sccc2C)cc1 (stereo unspecified) | . | 3.2% |
| CC1CC(C)CN(CC(=O)N2CCCc3c2c(=O)oc2ccc(OCc4ccccc4)cc32)C1 (stereo unspecified) | . | -2.7% |
| Cc1ccc(-c2nnc(NCc3nc4ccccc4[nH]3)c3ccccc23)cc1S(=O)(=O)N(C)C | 6.5 | 3.2% |
| COC(=O)c1cnc2c(c1C(=O)OC)c(=O)n(C)c(=O)n2C | . | -0.6% |
| Cc1cccc(-n2c(O)c(/C=N/NC(=O)c3ccncc3)c(=O)[nH]c2=O)c1 | 25.5 | -3.7% |
| O=c1c2ccccc2nnn1CSc1ccc2c(c1)OCCO2 | . | 4.6% |
| Cc1ccc2nc(-c3ccncc3)cc(C(=O)N3CCC4(CC3)OCCO4)c2c1 | . | 3.3% |
| Nc1nnc(SCc2cn3cc(Cl)ccc3n2)s1 | 5.5 | -0.9% |
| O=C(O)[C@@H]1[C@@H]2C[C@@H]2CN1c1ncccc1[N+](=O)[O-] | . | 4.7% |
| OCC1(CCc2ccccc2)CCN(Cc2ccc(OC(F)F)cc2)CC1 | . | 5.5% |
| O=c1[nH]c2ccccc2c(O)c1-c1ccccc1[N+](=O)[O-] | -10.6 | -3.9% |
| N#Cc1c(-c2ccccc2)cc(C2CC2)nc1SCC(=O)c1cccs1 | 1.6 | . |
| CC(SCc1ccccc1)C(=O)NCc1ccccn1 (stereo unspecified) | 6.5 | -2.5% |
| CCCc1nc(SCC(=O)Nc2ccccc2OC)c2c(=O)n(C)c(=O)n(C)c2n1 | 7.4 | -1.4% |
| Nc1nc(Nc2ccccc2F)nc(NCCO)c1[N+](=O)[O-] | -4.8 | 5.0% |
| COC(=O)C1C2C=CC3(CN(c4ccc(Cl)c(F)c4)C(=O)C13)O2 (stereo unspecified) | -11.6 | -0.6% |
| Cc1snc(S(=O)(=O)Cc2c(Cl)cccc2Cl)c1C#N | 36.0 | 1.5% |
| CCOC(=O)Cn1c(=O)c2c(nc(Br)n2Cc2ccccc2Cl)n(C)c1=O | . | 3.3% |
| O=C(CCCSc1ccccc1)Nc1nc(-c2ccco2)c(-c2ccco2)s1 | -7.8 | 5.9% |
| Cc1ccccc1S(=O)(=O)/N=C(/Nc1c(C)n(C)n(-c2ccccc2)c1=O)c1ccccc1 | -1.8 | 2.4% |
| OCCN(Cc1ccccc1)Cc1ccccc1F | -1.8 | -4.9% |

(list continues)
| Molecule | Mtb RmlCD inh | GlmU inhibition |
| --- | --- | --- |
| C(=N\NC1=Nc2cccc3cccc1c23)/c1ccccc1 | 7.6 | -4.3% |
| O=C(O)c1cn(-c2ccccc2)nc1-c1ccncc1 | 0.6 | -0.3% |
| COC(=O)CCCC1=CC2=CC(=O)C(C)(OC(=O)c3ccco3)C(=O)C2=CO1 (stereo unspecified) | . | 1.6% |
| Cc1nc2ccc(F)cc2cc1C(=O)NC(C)C | . | 5.5% |
| Cc1cc(OCC(=O)N2CCCC2)ccc1Cl | -6.4 | 2.8% |
| O=C(CSc1nnnn1-c1ccc2c(c1)OCCO2)OC1CCCCC1 | 3.8 | 1.9% |
| O=C(CCCCl)OCc1cn(-c2ccc(Cl)cc2)nn1 | -2.4 | 8.2% |
| CCC(C)N1C(=O)/C(=C\c2cc3c4c(c2)CCCN4CCC3)C(=O)NC1=S (stereo unspecified) | 108.3 | 3.9% |
| Cc1ccc(-c2nc3ccsc3c(=O)o2)cc1 | 5.5 | 1.3% |
| CC(C)n1c(N2CCN(C(=O)NCc3ccccc3)CC2)nc2ccccc21 | . | -0.6% |
| Cc1ccnc(SCc2cn3c(C)cc(C)nc3n2)n1 | -7.8 | -0.7% |
| CCN(CC)S(=O)(=O)c1ccc(C)c(NC(=O)CN2CCN(Cc3ccccc3)CC2)c1 | -0.4 | -3.1% |
| Cc1nc2[nH]onc2c2nccc(=O)c12 | . | 2.7% |
| O=C(NCc1ccccc1Cl)C1CCCN(c2nc3ccsc3c(=O)s2)C1 (stereo unspecified) | 2.5 | 1.6% |
| CCOC(=O)CSc1nnc(-c2ccccc2OC)o1 | -1.6 | 2.2% |
| O=C(CSC(=S)N1CCCCC1)Nc1ncc2c(n1)CC(c1ccco1)CC2=O (stereo unspecified) | 4.2 | -2.7% |
| CN(c1cnn(-c2ccccc2)c(=O)c1Cl)n1cccc1 | 11.2 | . |
| Cc1cccc(C(=O)NCC(c2ccc(F)cc2)N2CCOCC2)c1 (stereo unspecified) | 7.2 | -0.1% |
| Cc1ccc(OCC(=O)N2CCOCC2)cc1C | . | -2.7% |
| CCN(CC)c1ccc(NC(=O)c2ccc(Cl)nc2)cc1 | . | -6.4% |
| Cc1cc2nc(C3CCN(CC4COc5ccccc5O4)CC3)[nH]c2cc1C (stereo unspecified) | 5.5 | 0.1% |
| COCCNC(=O)c1cc(S(=O)(=O)N2CCOCC2)ccc1SCc1cccc(OC)c1OC | -9.9 | 1.8% |
| CCN1CCC2(CC1)N=C(c1ccc(F)cc1)C(=S)N2 | -11.2 | 5.6% |
| CCC(C)NC(=O)c1ccccc1NC(=O)/C(=C/c1ccc(OC)cc1)c1ccccc1 (stereo unspecified) | 3.7 | -2.2% |
| O=C1ON=C(c2ccccc2)/C1=C/c1ccco1 | -5.6 | 5.0% |
| COc1ccc(OC)c(NC(=O)C2CCCN(S(=O)(=O)c3cccc4nonc34)C2)c1 (stereo unspecified) | -7.3 | -0.1% |
| Cc1cc2ccccc2n1CCNC(=O)Cc1ccccc1 | 5.3 | -2.3% |
| CSc1cccc(CN2CCC(CO)(Cc3ccccc3)CC2)c1 | . | 1.3% |
| O=C(O)CCCCCCCCCC(=O)c1cccs1 | . | -1.1% |
| Cc1ccnc(NC(c2ccsc2)c2ccc3ccc(C)nc3c2O)c1 (stereo unspecified) | -11.5 | 2.2% |
| COc1ccc(C2CC(=O)C3=C(C2)Nc2ncnn2C3c2ccccc2C)c(OC)c1 (stereo unspecified) | . | 2.8% |
| NC1=NC(c2ccc(F)cc2)n2c(nc3ccccc32)N1 (stereo unspecified) | 8.6 | -1.9% |
| Cn1cnc2cc(NCc3cccs3)ccc21 | -2.5 | . |
| O=C(Cn1c(=O)oc2cc(S(=O)(=O)N3CCCC3)ccc21)NC1CCCc2ccccc21 (stereo unspecified) | 15.6 | . |
| O=C(NCCN1CCc2ccccc2C1)Nc1ccc(F)cc1 | 3.5 | -3.1% |
| CCCS(=O)(=O)N1CCCC(c2nc(-c3ccc(OC)cc3)no2)C1 (stereo unspecified) | 5.3 | 2.4% |
| COc1ccccc1NC(=O)Cn1nnc(-c2ccccc2NS(=O)(=O)c2ccccc2)n1 | . | -1.7% |
| O=C(O)c1cccc(-c2ccc(/C=c3/sc4nc5ccccc5n4c3=O)o2)c1 | . | 101µM* |
| CC(=O)N=C1SC2CS(=O)(=O)CC2N1c1ccccc1Cl (stereo unspecified) | 5.0 | -2.9% |
| CC12C=CC3(O1)C(C(=O)N1CCCOC13)C2C(=O)O (stereo unspecified) | 11.4 | 3.5% |
| C[C@H](N)CN1CCc2ccc(Br)cc21 | . | 5.8% |
| Cc1ccc(C(=O)NN(CCC(=O)NC(C)(C)C)C2=NS(=O)(=O)c3ccccc32)cc1 | 5.1 | 3.3% |
| CC(C)c1ccc(NC(=S)NNC(=O)c2cccs2)cc1 | -13.6 | -0.1% |
| CCS(=O)(=O)N1CCC(C(=O)NCc2ccc(F)cc2Cl)CC1 | . | 4.1% |
| O=C(C1CC(c2ccccc2O)=NO1)N1CCCC1 (stereo unspecified) | 4.9 | 1.1% |
| N#CC(c1ccccc1)c1ccc(=O)[nH]n1 (stereo unspecified) | -2.7 | 0.9% |
| CC(C(=O)N1CCOCC1)N1C(=O)c2cccc3cccc(c23)C1=O (stereo unspecified) | 1.1 | 1.7% |
| C/C=C/C=[N+](\[O-])C(C)/C(=N/O)c1ccc(F)cc1 (stereo unspecified) | 6.4 | -0.3% |
| Oc1ccccc1-c1cc(C(F)(F)C(F)F)nc(-c2ccccc2)n1 | . | 2.9% |
| Cc1ccc(N2CCN(C(=O)N3CCCC3)CC2)cc1Cl | -6.1 | -1.4% |
| COc1cc2c(cc1OC)C(CC#N)=NC(C)(C)C2 | . | -1.1% |
